IDE cell inh – cellular human IDE inhibition. P14735. HEK cells, FAbetaB cleavage, fluorescence polarization. inhibition, % at 5.59 µM. 320,000 tested, 0.41% active. AID 434962;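 active means percent inhibition above the average of all tested compounds plus 3 SD, set per screening campaign, cut at about 16% in these data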;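 further: IDE supplied by intact live HEK cells; FP after avidin binding of uncleaved biotin substrate so inhibition keeps polarization high; 0% = DMSO wells and 100% = 60 µM reference IDE inhibitor Ii1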
Target sequence (P14735 whole entry, looked up): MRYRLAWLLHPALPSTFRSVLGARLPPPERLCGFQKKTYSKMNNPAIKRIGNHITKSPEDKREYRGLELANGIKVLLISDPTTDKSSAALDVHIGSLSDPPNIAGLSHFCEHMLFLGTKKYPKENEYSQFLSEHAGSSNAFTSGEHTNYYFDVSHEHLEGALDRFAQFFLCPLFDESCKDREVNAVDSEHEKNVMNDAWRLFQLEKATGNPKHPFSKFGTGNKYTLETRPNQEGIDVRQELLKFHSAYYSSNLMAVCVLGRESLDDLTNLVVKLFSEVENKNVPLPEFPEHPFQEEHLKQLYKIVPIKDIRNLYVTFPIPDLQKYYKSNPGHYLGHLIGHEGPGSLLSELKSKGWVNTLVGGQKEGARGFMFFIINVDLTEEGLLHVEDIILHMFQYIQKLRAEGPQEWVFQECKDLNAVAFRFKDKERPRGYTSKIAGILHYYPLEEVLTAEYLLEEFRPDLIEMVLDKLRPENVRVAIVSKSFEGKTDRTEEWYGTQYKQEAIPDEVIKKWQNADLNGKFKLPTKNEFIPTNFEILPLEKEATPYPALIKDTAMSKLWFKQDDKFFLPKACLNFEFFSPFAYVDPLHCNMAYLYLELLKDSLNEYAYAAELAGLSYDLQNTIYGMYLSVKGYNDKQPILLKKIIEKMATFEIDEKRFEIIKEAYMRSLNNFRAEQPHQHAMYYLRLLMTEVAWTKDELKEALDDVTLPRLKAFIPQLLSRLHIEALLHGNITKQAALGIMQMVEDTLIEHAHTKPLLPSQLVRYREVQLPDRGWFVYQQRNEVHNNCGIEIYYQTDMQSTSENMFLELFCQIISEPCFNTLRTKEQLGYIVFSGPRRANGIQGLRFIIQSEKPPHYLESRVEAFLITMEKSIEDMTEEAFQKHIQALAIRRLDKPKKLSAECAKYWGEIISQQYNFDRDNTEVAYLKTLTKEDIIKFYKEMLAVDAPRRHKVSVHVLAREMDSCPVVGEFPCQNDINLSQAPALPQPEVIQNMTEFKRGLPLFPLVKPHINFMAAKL
IDE act – IDE (human) activation, cell-based; 340,000 tested, 0.073% active; HEK cells, FAbeta-B cleavage, fluorescence polarization; 0% vehicle, 100% cell-free pure enzyme wells; activation, % at 5.96 µM; P14735; AID 493087;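 active means activation above the mean of all tested compounds plus 3 SD, set per screening campaign, cut at about 17% in these data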
Starred values were filed as active, the others as inactive. This is a subset, so the mix of outcomes need not match the whole.

SMILES	IDE cell inh	IDE act
CN(Cc1ccco1)c1ncnc2ccc(-c3ccoc3)cc12	1	1
CN1CCN(CCOCCOc2c(Cl)cc(Cl)cc2Cl)CC1	5	9
NS(=O)(=O)c1ccc(NC(=O)COC(=O)c2ncc(Cl)c(Cl)c2Cl)cc1	-2	3
COc1ccccc1S(=O)(=O)N1CCN(S(=O)(=O)c2cccs2)CC1	1	3
CCc1noc(C)c1C(=O)Oc1ccc(N(C)S(=O)(=O)c2ccc(C)c(C)c2)cc1	4	-1
NC(=O)c1ccc(NC(=O)CSc2nc3ccccc3c(=O)n2CCCN2CCOCC2)cc1	3	0
Cc1ccc(Sc2ncccc2C(N)=O)cc1	-9	10
CCOC(=O)/C=C1/SCC(=O)N1CC(=O)Nc1cccc(F)c1	-5	6
CC(=O)Nc1cccc(C(=O)OC(C)C(=O)NC(=O)NC2CCCCC2)c1 (stereo unspecified)	-2	1
O=C(CSc1ccccc1)OCC(=O)N1CCN(C(=O)c2ccco2)CC1	-3	2
Cc1cccc(C(=O)N[C@@H]2c3ccccc3C[C@@H]2O)n1	-4	-1
Cc1ccc(C(=O)NCC(c2ccco2)N2CCOCC2)cc1 (stereo unspecified)	8	2

Overlap with the part before: four entries, then new ones.
SMILES	IDE cell inh	IDE act
CC(=O)Nc1cccc(C(=O)OC(C)C(=O)NC(=O)NC2CCCCC2)c1 (stereo unspecified)	-2	1
O=C(CSc1ccccc1)OCC(=O)N1CCN(C(=O)c2ccco2)CC1	-3	2
Cc1cccc(C(=O)N[C@@H]2c3ccccc3C[C@@H]2O)n1	-4	-1
Cc1ccc(C(=O)NCC(c2ccco2)N2CCOCC2)cc1 (stereo unspecified)	8	2
CCN(CC)S(=O)(=O)c1ccc(N2CCCC2)c(NC(=O)C2=COCCO2)c1	12	-1
CCCCN(C(=O)c1ccc(S(=O)(=O)N2CCCC2)cc1)C1CCS(=O)(=O)C1 (stereo unspecified)	-1	7
CC(OC(=O)c1cc[n+]([O-])cc1)C(=O)Nc1ccc(C(N)=O)cc1 (stereo unspecified)	-4	5
COc1cc(OC)cc(C(=O)NCC(=O)N2CCN(Cc3ccccc3)CC2)c1	-1	-2
CCOc1ccccc1C(=O)NCC(=O)NCc1ccc(S(=O)(=O)N2CCOCC2)cc1	0	3
Cc1ccc(C(=O)NC2CCC(C)CC2)s1 (stereo unspecified)	1	3
O=C(CSc1nc(=O)n2ccccc2n1)NCc1ccccc1	0	5
COc1ccc2sc(-c3ccccc3OC)c(-c3ccc(OC)nc3)c2c1	-1	-5
CCN1C(=O)[C@@H]2[C@@H](c3ccc(SC4CCCCC4)cc3)N3CCCC[C@@]3(C(=O)OC)[C@@H]2C1=O	-3	3
C[C@]12C(=O)N(c3ccccc3)C(=O)N1[C@H]1c3ccccc3OC[C@@H]1[C@H]2c1ccccc1	-6	3
CCc1noc(C)c1C(=O)Nc1ccc(-c2nnc3n2CCCCC3)cc1	0	-5
COc1ccc(-c2cc(C(=O)N3CCN(c4ccccc4O)CC3)c3ccccc3n2)cc1	-3	4
COc1ccc(C2=CC(=O)C[C@H](c3ccc(F)cc3)C2)c(F)c1F	8	-2
O=C(CNC(=O)c1ccco1)NC1CCCCCC1	-1	5
CN(CC(=O)Nc1ccc(Cl)c(C(F)(F)F)c1)C(=O)CCNC(=O)c1ccco1	5	5
Cn1cccc1C(=O)NNC(=O)COc1ccc(C#N)cc1	8	1
COc1ccc(-c2cc3cc4c(cc3cn2)OCO4)cc1	3	-1
COCCN(Cc1ccccc1)C(=O)c1cccc(S(=O)(=O)N(C)c2c(C)n(C)n(-c3ccccc3)c2=O)c1	6	4
COc1ccccc1NS(=O)(=O)c1cccc(C(=O)NNC(=O)c2ccc(=O)[nH]c2)c1	-5	5
Cc1ccc(S(=O)(=O)NCC(=O)OCC(=O)N2CCN(C(=O)c3ccco3)CC2)cc1C	1	5
O=C(NCCCN1CCOCC1)c1ccc(S(=O)(=O)Nc2ccccc2F)cc1	4	4
CN(c1ccccc1)S(=O)(=O)c1cccc(NC(=O)c2nn(C)c(=O)c3ccccc23)c1	-5	7
O=C(C1CN(C(=O)c2cc3cc(Cl)ccc3o2)c2ccccc2O1)N1CCCCC1 (stereo unspecified)	-2	3
Cc1ccc(C2=CC(=O)C[C@H](c3ccc4c(c3)OCO4)C2)cc1	4	3
CCOc1ccc(NC(=O)COc2ccc(C(=O)NCc3cccc(OC)c3)cc2OC)cc1	-3	3
O=C(NCCCN1CCCC1=O)c1cccc(S(=O)(=O)NCc2ccccc2)c1	4	2
Cc1ccc(NS(=O)(=O)c2ccc3c(c2)CCC(=O)N3)cc1	2	5
N#Cc1ccsc1NC(=O)CSc1nncs1	0	1
Cc1csc(=O)n1CC(=O)OCC(=O)Nc1ccc(F)c(F)c1	3	0
O=[N+]([O-])c1ccc(-[n+]2ccc3ccccc3c2)c([N+](=O)[O-])c1	-3	5
O=C(CSc1nc2nn(-c3ccccc3)c(=O)c-2c2n1CCCCC2)Nc1ccc(F)cc1F	-5	1
NC(=O)NC(Cc1ccccc1)C(=O)NNC(=O)COc1ccccc1Cl (stereo unspecified)	6	3
COc1ccccc1C(CNC(=O)c1cccc(S(=O)(=O)NCc2ccccc2)c1)N(C)C (stereo unspecified)	2	0
CCN(C(=O)COC(=O)c1cc([N+](=O)[O-])ccc1N1CCOCC1)C1CCCCC1	0	3
CN(C)S(=O)(=O)n1cnc([C@@H]2[C@@H]3C(=O)OC[C@@H]3C[C@]23N=CN(Cc2ccccc2)C3=O)c1	5	3
CC(Sc1ccc(S(=O)(=O)N2CCOCC2)cn1)C(=O)Nc1ccc(Cl)cc1Cl (stereo unspecified)	-1	-6

Structural class, the compounds so far containing an aryl methoxy group
SMILES	IDE cell inh	IDE act
COc1ccccc1S(=O)(=O)N1CCN(S(=O)(=O)c2cccs2)CC1	1	3
COc1cc(OC)cc(C(=O)NCC(=O)N2CCN(Cc3ccccc3)CC2)c1	-1	-2
COc1ccc2sc(-c3ccccc3OC)c(-c3ccc(OC)nc3)c2c1	-1	-5
COc1ccc(-c2cc(C(=O)N3CCN(c4ccccc4O)CC3)c3ccccc3n2)cc1	-3	4
COc1ccc(C2=CC(=O)C[C@H](c3ccc(F)cc3)C2)c(F)c1F	8	-2
COc1ccc(-c2cc3cc4c(cc3cn2)OCO4)cc1	3	-1
COc1ccccc1NS(=O)(=O)c1cccc(C(=O)NNC(=O)c2ccc(=O)[nH]c2)c1	-5	5
CCOc1ccc(NC(=O)COc2ccc(C(=O)NCc3cccc(OC)c3)cc2OC)cc1	-3	3
COc1ccccc1C(CNC(=O)c1cccc(S(=O)(=O)NCc2ccccc2)c1)N(C)C (stereo unspecified)	2	0

Continued.
SMILES	IDE cell inh	IDE act
CC(=O)c1ccc(N2CCN(C(=O)c3ccc4[nH]c(C)c(C)c4c3)CC2)cc1	3	-2
CCc1cccc(NC(=O)C2CCN(c3ncnc4sc(C)c(C)c34)CC2)c1	-2	-5
COc1ccc(C(=O)NNC(=O)Cc2coc3cc(OC)ccc23)cc1	2	0
O=C1CC2(CCN(S(=O)(=O)c3ccccc3)CC2)Oc2ccccc21	-3	-1
COc1ccc(-n2ccnc2SCC(=O)NC2CCCC2)cc1	-6	3
Cc1ccc(C(=O)NCCc2ccccc2)cc1S(=O)(=O)N1CCOCC1	-1	2
Cc1ccc2nc(SCC(=O)N3CCCCC3)nc(=O)n2c1	7	4
CC1CCCCC1NC(=O)CN1CCN(S(=O)(=O)c2ccc(Br)s2)CC1 (stereo unspecified)	-2	0
CC1CCCC(C)N1C(=O)COC(=O)c1ccc([N+](=O)[O-])o1 (stereo unspecified)	1	0
C=CCn1c(O)c2ccc(C(=O)N=NC(=O)c3ccc(F)cc3)cc2c1O	3	5
COc1ccc(-c2ccc3c(c2)S(=O)(=O)c2cccc(C(=O)NC4CC4)c2C3=O)cc1OC	3	2
C=CC[C@@H](CC(=O)NCCO)C(=O)N[C@@H](C)COC(=O)[C@@H](CC=C)Cc1ccc(F)cc1	3	1
CCC(CO)Oc1cc(NCc2cccc(Cl)c2)c2ncn(C(C)C)c2c1 (stereo unspecified)	-5	2
CCCCn1c(N)c(N(CC)C(=O)c2c(C)noc2C)c(=O)[nH]c1=O	0	5
O=C(Nc1cccc(S(=O)(=O)NC2=NCCC2)c1)c1ccc(F)cc1F	5	1
OC(CCc1ccncc1)COc1ccccc1 (stereo unspecified)	6	1
CC1(C)Cc2cccc(OCC(=O)N3CCN(c4ccccc4Cl)CC3)c2O1	1	4
N=c1ccn2c(n1)O[C@H]1[C@@H](CO)[C@H](O)O[C@H]12	3	4
CCOc1ccccc1/C=N/NC(=O)c1nnn(-c2nonc2N)c1CN1CCCCCC1	0	4
CCC(C)(C)C(=O)O	-2	8
Oc1ccc(C[C@H]2CNCCN2CCc2cccc3ccccc23)cc1	-8	5
CS(=O)(=O)c1ccccc1-c1nnc(NC(=O)COc2ccc(Cl)cc2)o1	2	-1
NNC(=O)c1cc(S(=O)(=O)N2CCOCC2)c[nH]1	3	2
Cc1cccc(C(=O)OCC(=O)c2c(N)n(CC(C)C)c(=O)n(C)c2=O)c1[N+](=O)[O-]	4	-1
CNc1ccccc1	4	0
OC(COc1ccccc1)CN(Cc1ccccc1)CC(O)COc1ccccc1 (stereo unspecified)	4	12
Cc1ccc(S(=O)(=O)N2CCN(CC(=O)Nc3ccccc3Cl)CC2)cc1	4	-2
Cc1cc(C)nc(NNS(=O)(=O)c2ccc(F)c(Cl)c2)n1	9	-3
CCc1ccccc1NC(=O)CN(C)C(=O)c1cc(C2CC2)nn1-c1ccccc1	-1	1
C=CCOC(=O)C1=C[C@H](c2ccc3c(c2)OCO3)C[C@H](OCCCCO)O1	5	5
CC(Oc1ccc(F)cc1)C(=O)N(CCC1=CCCCC1)c1c(N)n(Cc2ccccc2)c(=O)[nH]c1=O (stereo unspecified)	2	1
CCCN(CC(=O)Nc1ccccc1OC)C(=O)c1ccc(S(=O)(=O)NCc2ccco2)cc1	2	4
O=C(CCNS(=O)(=O)c1ccccc1C(F)(F)F)NCCCc1ccccc1	-2	0
CCc1ccc(C(=O)NNC(=O)C2CCN(c3ncnc4sc(C)c(C)c34)CC2)cc1	12	-11
Cc1noc(C)c1NC(=O)N(C)C[C@H]1Oc2ccc(NC(=O)C3CCCCC3)cc2C(=O)N([C@H](C)CO)C[C@@H]1C	-1	5
CCCCN(C(=O)C(CCSC)N1C(=O)c2ccccc2C1=O)c1c(N)n(CCC)c(=O)[nH]c1=O (stereo unspecified)	2	3
Cc1csc(CNc2ncnc3ccc(-c4ccccc4Cl)cc23)c1	4	1
Cc1ccccc1NC(=O)C(C)OC(=O)C1CC(=O)N(Cc2ccco2)C1 (stereo unspecified)	1	-3
CC1(c2ccc(OC(F)F)cc2)NC(=O)N(CC(=O)Nc2cccnc2Cl)C1=O (stereo unspecified)	-2	-2
COCCn1c(N)c(N(Cc2ccccc2)C(=O)COc2ccc(F)cc2Cl)c(=O)[nH]c1=O	3	2
CN(C(=O)COc1coc(CN2CCN(c3ccccc3)CC2)cc1=O)c1ccccc1	10	6
CN(CC(=O)Nc1cccc(F)c1)C(=O)c1ccccc1CCc1ccccc1	2	-3
COc1ccccc1NS(=O)(=O)c1ccc(C(=O)NCc2ccc(S(N)(=O)=O)cc2)cc1	0	-5
CCCCn1c(N)c(N(CCOC)C(=O)COC(=O)CCOc2ccc(C)cc2)c(=O)[nH]c1=O	-5	-4
CC(Sc1nnc(C2CC2)n1C1CC1)C(=O)Nc1ccccc1C#N (stereo unspecified)	2	0
O=C1N[C@H](Cc2c[nH]c3ccccc23)COC(=O)[C@H](Cc2ccc(F)cc2)C/C=C\C[C@H]1CC(=O)N(CCO)Cc1ccccc1	1	1
COc1ccccc1CC(=O)c1ccc(OCc2ccccc2)cc1	0	2
O=C(NCCc1ccc(Cl)cc1)c1ccc(S(=O)(=O)N2CCCC2)cc1	6	-1
COc1cc(F)cc(-c2ccc3c(c2)c(-c2cccs2)c(-c2cc(OC)cc(OC)c2)n3C)c1	1	-1
CN(C(=O)COC(=O)c1ccccc1Cc1ccccc1)c1c(N)n(Cc2ccccc2)c(=O)[nH]c1=O	-4	1
CCN(CC(=O)NCc1cccs1)C(=O)/C=C/c1ccc(Cl)c(Cl)c1	2	5
COc1cc2c(cc1OC)CN(C(=O)CCNS(=O)(=O)c1ccc(Br)cc1)CC2	0	2
CCn1c(=O)c2c3c(sc2n2c(SCc4ccc(F)cc4)nnc12)CCCC3	-1	6
O=C(NCCc1ccccc1)C(=O)NCC1CCCN1S(=O)(=O)c1cccs1 (stereo unspecified)	4	4
COc1cccc(-c2sc3ccc(OC)cc3c2C#CC(C)(C)O)c1	-2	5
C#CCCOC(=O)N1C2=NC(C(=O)OC)=C(C(=O)OC)[C@@H]3N(C)c4ccc(OC)cc4[C@]23C[C@H]1C(=O)OC	3	-5
O=C1C=CN(Cc2ccccc2)C(c2ccccc2)C1 (stereo unspecified)	4	-4
COc1ccccc1N1CCN(S(=O)(=O)CCNC(=O)C2CCCCC2)CC1	1	-2
CN(Cc1ccccc1)C(=O)c1cccc(NC(=O)Cc2ccc([N+](=O)[O-])cc2)c1	3	1

Screening results deposited in PubChem by The Scripps Research Institute Molecular Screening Center.
